Bioassay records from PubChem.
All columns: NCI-60 one-dose screen, growth in % after 48 h at 10 µM unless noted; 100 = growth as untreated, 0 = no growth, -100 = all killed.
MOLT-4 – MOLT-4 leukemia cells | AID 1794779 | 6.9% of 80,000 active
RPMI-8226 – RPMI-8226 leukemia cells; 7.5% of 77,000 active; AID 1794781
EKVX – EKVX NSCLC | AID 1794765 | 3% of 71,000 active
HOP-92 – HOP-92 NSCLC cells. 6.3% of 71,000 active
SR – SR leukemia cells. 8.7% of 73,000 active
HOP-62 – HOP-62 NSCLC | AID 1794735 | 3.9% of 80,000 active
K-562 – K-562 leukemia; 7.4% of 78,000 active; AID 1794777
CCRF-CEM – CCRF-CEM leukemia | 7% of 77,000 active | AID 1794778
* hit, by the source's call; · = not tested or not shown; & = joins results of further samples. Rule for the calls: active = growth percent below 10; inactive = the rest. No enrichment for hits; 13% or so of the library scored in one or more.

SMILES	HOP-62	HOP-92	RPMI-8226	MOLT-4	CCRF-CEM	EKVX	K-562	SR
Nc1c(C(=O)c2ccc(Cl)cc2)sc2nc3c(cc12)CCCC3	84	·	93	77	83	·	56	45
CC(C)CC(=O)Nc1ccc(Cl)cc1	80	67	88	97	73	102	103	100
CCc1cccc2c3c(sc12)C(c1ccc(Cl)cc1)c1c(nc(CC(=O)Nc2ccccc2)[nH]c1=O)O3 (stereo unspecified)	59	·	74	78	60	68	26	59
CN1C(=O)/C(=C/c2nccs2)SC1=S	111	92	97	99	·	81	67	52
NCC(O)(c1ccccc1)c1ccccc1	108	86	104	97	103	100	98	·
CCN(CC)C(=O)C1CCN(C(=O)c2ccccc2)CC1	93	99	98	92	81	101	99	102
CC1(C)CC[C@]2(C(=O)O)CC[C@]3(C)C(=CCC4[C@@]5(C)C[C@@H](O)[C@@H]6OC(c7ccc(F)cc7)OC[C@@]6(C)C5CC[C@]43C)C2C1 (stereo partly specified)	48	1.6*	9.0*	8.7*	15	20	15	7.7*
Nc1ccc(C(=O)Nc2ccc(C(=O)Nc3ccc(/C=C/c4ccc(NC(=O)c5ccc(NC(=O)c6ccc(N)cc6)cc5)cc4S(=O)(=O)O)c(S(=O)(=O)O)c3)cc2)cc1	72	80	92	86	84	102	82	90
COc1ccccc1CNCCN1C(=O)c2ccc3c4c(ccc(c24)C1=O)C(=O)N(CCNCc1ccccc1OC)C3=O	-80*	·	-68*	-42*	-50*	-78*	-44*	-47*
COc1cc(-c2cnc3nonc3n2)cc2c1OCO2	86	90	57	97	81	94	62	·
N=C(N1CCCc2ccccc21)N1CCCc2ccccc21	104&77	·	89&93	107&97	121&91	99&108	95&92	99&85
O=C1c2cc(Cl)ccc2S(=O)(=O)c2c(NCCCNCCO)nc3ccccc3c21	42	-66*	-22*	-19*	-22*	33	0.1*	-10.0*
C/C(=N/O)c1ccc(NC(=O)CSc2nnc(-c3ccc4nc(-c5ccc(Cl)cc5)[nH]c4c3)o2)cc1	20	89	54	20	33	100	19	24
Cc1ccn2cc(Cc3cc(=O)oc4c3ccc3ccccc34)c(=O)nc2c1	92	99	93	88	96	92	·	93
CCOC(=O)c1ncc(-c2ccc(C(F)(F)F)cc2)c(NC2CCCCCC2)n1	101	·	83	103	98	·	107	50
CCOC(=O)C1=C(N)N(c2ccccc2)C2=C(C(=O)CC(C)(C)C2)C1c1ccc([N+](=O)[O-])cc1 (stereo unspecified)	99	106	83	78	89	86	84	66
CNC(=O)c1cc(-c2ccc(NC(=O)Nc3ccc(Cl)c(Cl)c3)cc2)nc2cccnc12	87	96	109	99	115	73	94	94
CCCCCCNCc1cc(C(C)(C)C)cc(CNCCCCCC)c1O	-90*	-36*	-30*	-15*	-10*	-48*	-49*	-52*
CC1O[C@@H](OCC2O[C@@H](Oc3c(-c4ccc(O)cc4)oc4cc(O)cc(O)c4c3=O)[C@@H](O)C(O)[C@@H]2O)C(O)[C@@H](O)[C@H]1O (stereo partly specified)	90	111	97	109	98	·	108	92
OC(CN1CCCCC1)c1ccccc1 (stereo unspecified)	96	84	95	102	97	92	93	89
Cc1c(C(=O)N[C@@H](Cc2ccccc2)C(=O)C(=O)NCc2ccccc2)oc2cc(O)c(O)cc2c1=O	100	100	109	105	91	107	121	98
O=C(O)CC(O)c1ccccc1 (stereo unspecified)	99	91	104	101	101	98	103	108
COc1ccc(Cn2ccc3nc(Cl)nc(Cl)c32)cc1	99	101	93	77	66	99	83	83
COc1ccc2c(c1)O/C(=C\c1ccc([N+](=O)[O-])o1)C2=O	-12*	·	-11*	0.0*	0.1*	·	2.1*	7.6*
COc1ccc(C2C(C#N)=C(N)Oc3c2c(C)nn3C(N)=O)cc1 (stereo unspecified)	100	99	111	98	108	80	·	·
CN1C(=O)/C(=C2/C(=O)N(C)c3ncccc32)c2cccnc21	91	108	105	127	99	98	137	124
CC(O)COc1ccc(C(C)(C)C)cc1 (stereo unspecified)	90	96	100	90	94	·	92	86
Cc1ccc(-c2cc(C(=O)N3CCN(c4cc5c(cc4F)c(=O)c(C(=O)O)cn5C4CC4)CC3)c3ccccc3n2)cc1	91	103	·	99	·	97	100	104
Cc1ccc(NC(=O)OCCN(C)C)cc1Cl	102	100	71	66	87	69	76	76
N#Cc1c(-c2ccc(Cl)cc2)c(C(N)=O)c(N)n(Cc2nc3ccccc3[nH]2)c1=O	92	61	89	72	89	87	74	81
CCOc1nc(-c2ccccc2)cc2c(O)c(-c3nnc(-c4ccccc4)o3)[nH]c(=O)c12	100	·	97	95	101	·	93	94
Brc1c(NC2=NCCN2)ccc2nccnc12	102	109	116	129	105	101	130	124
CN(C)Cc1ccc(C(C)(C)C)cc1Br	91	88	101	106	97	103	107	98
O=C1CCc2ccc(CCCl)cc2O1	99	84	99	86	98	102	96	·
CN(C)CCC=C1c2ccccc2CCc2ccccc21	95	54	·	·	83	93	60	·
c1cc2c3c(cccc3c1)NC1(CCC3(CC1)Nc1cccc4cccc(c14)N3)N2	91	67	·	59	·	83	84	·

Molecules shown so far with sulfur (six):
SMILES	HOP-62	HOP-92	RPMI-8226	MOLT-4	CCRF-CEM	EKVX	K-562	SR
Nc1c(C(=O)c2ccc(Cl)cc2)sc2nc3c(cc12)CCCC3	84	·	93	77	83	·	56	45
CCc1cccc2c3c(sc12)C(c1ccc(Cl)cc1)c1c(nc(CC(=O)Nc2ccccc2)[nH]c1=O)O3 (stereo unspecified)	59	·	74	78	60	68	26	59
CN1C(=O)/C(=C/c2nccs2)SC1=S	111	92	97	99	·	81	67	52
Nc1ccc(C(=O)Nc2ccc(C(=O)Nc3ccc(/C=C/c4ccc(NC(=O)c5ccc(NC(=O)c6ccc(N)cc6)cc5)cc4S(=O)(=O)O)c(S(=O)(=O)O)c3)cc2)cc1	72	80	92	86	84	102	82	90
O=C1c2cc(Cl)ccc2S(=O)(=O)c2c(NCCCNCCO)nc3ccccc3c21	42	-66*	-22*	-19*	-22*	33	0.1*	-10.0*
C/C(=N/O)c1ccc(NC(=O)CSc2nnc(-c3ccc4nc(-c5ccc(Cl)cc5)[nH]c4c3)o2)cc1	20	89	54	20	33	100	19	24

Other records
SMILES	HOP-62	HOP-92	RPMI-8226	MOLT-4	CCRF-CEM	EKVX	K-562	SR
Cc1ccc(S(=O)(=O)c2nc(S(=O)(=O)c3ccc(C)cc3)c(Cl)s2)cc1	105	·	-33*	17	5.2*	0.2*	5.2*	3.2*
C[C@@H](O)[C@@H]1NC(=O)[C@@H](CCCCN)NC(=O)[C@H](Cc2c[nH]c3ccccc23)NC(=O)[C@@H](Cc2ccccc2)NC(=O)[C@H](NC(=O)[C@H](N)Cc2ccccc2)CSSC[C@H](C(=O)N[C@H](CO)[C@@H](C)O)NC1=O	96	96	115	100	104	98	106	102
COc1cc(C(=O)c2c(N)c(C#N)cn2-c2ccc(Cl)cc2Cl)cc(OC)c1OC	102	93	100	100	102	92	93	95
COc1ccc(C2=NN(C(=O)c3cc(-c4ccccc4)nc4ccccc34)C(c3cc(-c4ccccc4)nn3-c3ccccc3)C2)cc1OC (stereo unspecified)	62	105	81	82	60	88	86	81
N#CCCCCCn1c2ccccc2c2c3c(c4c5ccccc5[nH]c4c21)C(=O)N(O)C3=O	18	·	-18*	-21*	-1.7*	46	6.3*	-9.5*
CCCCCCc1ccc(/C=C/C(OC)OC)cc1	93	109	105	84	96	105	87	82
CC1=CC(=O)C(/C(C)=N/NC(=O)c2ccccc2NC(=O)c2ccc(F)cc2)C(=O)O1 (stereo unspecified)	93	·	98	84	89	86	90	95
O=C1CCNC(=O)N1	107	95	105	111	125	102	109	111
CC(C)NS(=O)(=O)c1cccc([N+](=O)[O-])c1	113	102	106	111	122	103	141	122
CC(=O)N1N=C(c2ccc3c(c2)OCO3)CC1c1c(C)nn(-c2ccccc2)c1N1CCOCC1 (stereo unspecified)	91	81	98	82	96	93	106	79
Fc1ccc(-c2nnc(-c3c(-c4ccc(F)cc4)nc4ncccn34)o2)cc1	105	·	92	83	97	108	89	91
COc1ccc(CN(C)c2nc3ccccc3s2)cc1	98	87	62	81	82	72	71	66

Only CCRF-CEM, for some of the entries so far:
structure | CCRF-CEM
COc1ccc(C2=NN(C(=O)c3cc(-c4ccccc4)nc4ccccc34)C(c3cc(-c4ccccc4)nn3-c3ccccc3)C2)cc1OC (stereo unspecified) | 60
Fc1ccc(-c2nnc(-c3c(-c4ccc(F)cc4)nc4ncccn34)o2)cc1 | 97

(next part)
SMILES	HOP-62	HOP-92	RPMI-8226	MOLT-4	CCRF-CEM	EKVX	K-562	SR
N#Cc1c(-c2ccccc2)nc(SCC2CO2)nc1N1CCOCC1 (stereo unspecified)	54	18	48	69	97	78	97	72
CCOC(=S)SSC(=S)OCC	96	104	111	114	109	92	97	·
Cn1ccc2cc(NC(=O)c3cnccn3)ccc21	103	96	102	99	97	94	96	90
CCNc1nc2ccccc2c2c(=O)c3cccc(F)c3sc12	87	85	·	87	98	83	96	75
N#Cc1c[nH]n2ccnc12	86	99	112	109	109	90	106	120
Cc1ccc(-n2nnc(C(=O)O)c2-c2ccncc2)cc1	89	93	97	97	92	96	·	93
CCOC(=O)CCC(=O)Oc1coc(CSc2nc3ccccc3s2)cc1=O	89	70	77	102	13	96	88	83
Cc1ccc(-c2nc(C(Cl)Cl)n3nc(-c4ccccc4)cc3n2)cc1	3.6*	-8.5*	2.5*	103	·	35	21	88
Nc1cc(=O)[nH]n1S(=O)(=O)c1ccccc1	·	103	107	111	102	100	102	92
Cc1ccc(/C=C2\S/C(=N/c3nccs3)N(C)C2=O)cc1	94	87	99	88	103	72	91	78
N#Cc1cccc(NS(=O)(=O)c2ccc(-c3ccc(Cl)cc3Cl)cc2)c1	93	52	53	78	78	70	56	81
C=C(C)[C@@H]1CC[C@]2(C(=O)N3CCN(C)CC3)CC[C@]3(C)[C@H](CC[C@@H]4[C@@]5(C)CC[C@H](OC(=O)c6cccnc6)C(C)(C)[C@@H]5CC[C@]43C)[C@@H]12	96	132	78	80	88	104	64	70
COc1ccc(-c2c[nH]c(C(=O)O)c2-c2cc(OC)cc(OC)c2)cc1	93	106	95	102	113	94	84	91
CCCS(=O)(=O)Oc1ccc(-c2ccc3sccc3c2)cc1	111	124	107	92	91	106	97	100
CCOC(=O)c1cc(C(=O)c2cc(OC)c(OC)c(OC)c2)n2ncccc12	32	74	19	19	11	38	11	18
COc1ccc(S(=O)(=O)Oc2ccc(-c3sc4cc(OS(=O)(=O)c5ccc(OC)cc5)ccc4c3C(=O)c3ccc(OCCN4CCCCC4)cc3)cc2)cc1	96	108	109	89	98	97	103	102
NS(=O)(=O)c1ccc(NC(=O)CN2C(=O)C(=O)c3ccccc32)cc1	111	113	105	107	101	112	107	107
O=S(Nc1ccccc1)c1ccccc1Oc1ccccc1 (stereo unspecified)	94	101	102	64	48	98	96	80
COc1ccccc1S(=O)(=O)Nc1ccc2c3c(cc(-c4ccoc4)nc13)C(=O)N2C	53	45	16	76	76	66	·	59
c1ccc(CSc2nnc3c4c5c(sc4nc(-c4cccc6ccccc46)n23)CCCCCC5)cc1	113	78	98	111	97	·	120	108
Cc1cc(NS(=O)(=O)c2ccc(N=C3NC(=O)/C(=C/c4coc5ccccc5c4=O)S3)cc2)no1	107	93	97	·	·	·	97	98
O=C1NC(=Nc2ccc(O)cc2)S/C1=C\c1cccc(Cl)c1	76	73	3.0*	45	27	84	22	23
CNC(=O)c1cc(Oc2ccc3c(c2)sc2nc(-c4ccc(NC(=O)Nc5ccc(Cl)c(C(F)(F)F)c5)cc4)cn23)ccn1	79	89	76	64	·	77	75	55
Cc1ccc(S(=O)(=O)c2nc(S(=O)(=O)c3ccc(C)cc3)c(NC(C)C)s2)cc1	115	·	85	80	92	78	64	82
CCCCCCCNc1nc(CO)ncc1-c1ccc(C(F)(F)F)cc1	130	·	92	95	18	·	111	99
O=C1CC[C@@H](C(=O)N[C@H]2CSSC[C@@H](C(=O)N/C=C/c3ccccc3)NC(=O)[C@H](Cc3ccccc3)NC(=O)[C@@H]3CCCN3C(=O)[C@@H]3CCCN3C2=O)N1	87	97	102	92	71	99	98	102
N#Cc1c(-c2ccc(Cl)cc2)n2cnnc2[nH]c1=O	120	84	109	99	104	101	130	109
C/C(Cc1ccc(Cl)cc1)=C(/c1ccc(Cl)cc1)c1ccc(OCCN(C)C)cc1	99	72	-41*	32	40	82	-4.7*	-41*
ClC(Cl)c1nc(-c2ccccc2)nc2cc(-c3ccccc3)nn12	44	63	17	101	·	59	37	91
Cc1cc2nc3c4cc(Cl)ccc4n(CC(=S)NCCN(C)C)c3nc2cc1C	50	-6.8*	-20*	-60*	-49*	4.0*	-44*	-44*
Nc1cccc(SCc2cc3ccccc3[nH]c2=O)c1	43	75	33	36	33	43	9.6*	37
COC(=O)c1c(C(=O)OC)c2c3ccccc3c3ccccc3n2c1C(=O)C(F)(F)F	107	97	98	117	98	98	97	82
CCCCCCC(C(=O)OCC)C(=O)OCC	99	111	·	96	96	·	96	101
Cc1ccc2nc(-c3ccc(C(=O)N/N=C\c4ccc(Cl)cc4Cl)cc3)[nH]c2c1	85	86	90	·	52	102	·	·
c1ccc(CN(CCN2CCOCC2)Cc2ccccc2)cc1	113	·	117	93	125	99	96	93
Cc1cc(C)nc(NS(=O)(=O)c2ccc(Nc3nc(-c4ccc(O)cc4O)c4c(=O)[nH]c(SCc5ccccc5)nc4n3)cc2)n1	102	81	86	100	82	112	80	41
c1ccc(CC2=NCCc3ccccc32)cc1	87	48	100	99	104	94	105	107
COc1ccc2[nH]cc(CCNC(=O)CN3C(=O)/C(=C/c4ccco4)SC3=S)c2c1	120	112	104	100	96	103	107	117
O=C(c1ccccc1)N1CCN(C(=O)c2ccccc2)c2ccccc21	108	108	97	88	106	98	98	84
